Source: PubChem (National Center for Advancing Translational Sciences (NCATS))
HT1080 IDH1KD tx = qHTS for induction of synthetic lethality in tumor cells producing 2HG: qHTS for the HT-1080-IDH1KD cell line | HT-1080 IDH1 knockdown viability, ATP luminescence, 48 h | Potency, µM (highest dose often 46.1 µM), for inactives: at the highest dose activity, negative = toxicity, usual class: cytotoxic | 2% of 360,000 active | AID 686971, 2013;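 also: 0% = DMSO wells and -100% = cell-free medium wells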
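Knockdown cells (IDH1KD HT-1080) received compounds 2 h after plating at 750 cells/well and were kept 48 h at 37 °C in 5% FBS RPMI. A CellTiter-Glo luminescence read gave % activity for curve fitting.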
KB-V1 cytotox = qHTS assay for MDR1-selective chemotherapeutics: Primary screen using the drug-selected MDR subline cells KB-V1; KB-V1 MDR cells viability, CellTiter-Glo, 72 h; Potency, µM (titrated, usually from 46.1 µM), inactives show top-dose activity change, negative = cytotoxicity, most hits filed as cytotoxic; 3.4% of 400,000 active; AID 1347076, 2019; also: % is scaled to controls: 0 for no effect and ±100 for the full control effect; nearly all actives have a fitted effect of over 60% in size
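KB-V1 MDR subline cells in DMEM (phenol-red free, 10% FBS) exposed to compounds in qHTS concentration series for 72 h at 37 degrees C. Viability read by CellTiter-Glo luminescence; concentration-effect curves fitted after normalization and correction.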
KB-3-1 cytotox = qHTS assay for MDR1-selective chemotherapeutics: Primary screen using the parental adenocarcinoma cell KB-3-1; KB-3-1 viability, CellTiter-Glo ATP luminescence, 72 h; Potency, µM (series often up to 46.1 µM), inactives show at the top dose activity change, negative = cytotoxic, actives largely listed as cytotoxic; 1.4% of 400,000 active; AID 1347075, 2019; also: % is scaled to controls: 0 for no effect and ±100 for the full control effect; nearly all actives have a fitted effect of over 60% in size
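Viability of parental KB-3-1 cells, measured by CellTiter-Glo luminescence, followed a 72 h incubation at 37 °C with pinned compounds in phenol-red-free DMEM containing 10% FBS.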
GLP1R ag = qHTS of GLP-1 Receptor Agonists; HEK293 GLP-1R CRE-luciferase, luminescence, 4-6 h; cells express a hypersensitive GLP-1R form; Potency, µM (highest dose often 45.6 µM), inactives show at the highest dose activation, hits mostly activators; 0.007% of 380,000 active; AID 624172, 2012; also: % of control where 0% means no effect
Target sequence (P43220 whole entry, looked up): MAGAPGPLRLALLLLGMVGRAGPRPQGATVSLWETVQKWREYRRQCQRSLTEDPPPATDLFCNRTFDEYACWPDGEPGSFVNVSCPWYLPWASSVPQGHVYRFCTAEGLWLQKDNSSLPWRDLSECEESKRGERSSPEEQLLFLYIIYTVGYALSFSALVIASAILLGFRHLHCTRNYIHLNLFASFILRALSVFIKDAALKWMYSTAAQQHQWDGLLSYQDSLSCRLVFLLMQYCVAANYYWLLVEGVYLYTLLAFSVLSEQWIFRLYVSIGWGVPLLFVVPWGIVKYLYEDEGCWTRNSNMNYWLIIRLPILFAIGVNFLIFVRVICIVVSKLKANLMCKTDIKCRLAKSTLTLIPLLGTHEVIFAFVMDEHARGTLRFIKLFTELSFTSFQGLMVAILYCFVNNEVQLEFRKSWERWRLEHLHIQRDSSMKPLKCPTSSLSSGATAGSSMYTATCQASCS
SW480 rereplic = A quantitative high throughput screen for small molecules that induce DNA re-replication in SW480 colon adenocarcinoma cells | 1.8% of 340,000 active | SW480 DNA re-replication, Hoechst DNA content imaging, 48 h | Potency, µM (highest dose often 46.1 µM), for the others: at the top dose re-replication activation, actives largely listed as activators; also: % of control where 0% means no effect; nearly all actives have a fitted effect of over 55% in size
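Compounds, transferred as 23 nL by pin tool, were incubated with cells for 48 hr; DNA content per nucleus was then quantified by Hoechst staining and fluorescence plate imaging.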
GLP1R inv ag = qHTS of GLP-1 Receptor Inverse Agonists (Inhibition Mode). Glucagon-like peptide 1 receptor (Homo sapiens), P43220. HEK293 GLP-1R CRE-luciferase, luminescence, 24 h; GLP-1R form is constitutively active. Potency, µM (top dose mostly 38.3 µM), inactives show at the highest dose activity change, negative = inhibition, actives largely listed as inhibitors. 1.6% of 410,000 active. AID 624417, 2012; also: % is scaled to controls: 0 for no effect and ±100 for the full control effect; nearly all actives have a fitted effect of over 55% in size
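Using stably transfected HEK293 (constitutively active GLP-1R, cAMP-luciferase reporter), compounds were incubated 24 hr and luciferase measured by luminescence.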
TDP-43 yeast inh = qHTS of TDP-43 Inhibitors; TDP-43 expressing yeast growth rescue, BacTiter-Glo, 24 h; Potency, µM (highest dose often 46.1 µM), for inactives: at the highest dose growth rescue (activation), actives largely listed as activators; 1.8% of 410,000 active; AID 652104, 2013; also: % of control where 0% means no effect; nearly all actives have a fitted effect of over 50% in size
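Cell-based yeast growth screen: TDP-43 expression induced in galactose, inoculum OD600=0.02 after raffinose pregrowth to mid-log. Read-out BacTiter-Glo luminescence at 24 hr, 30 deg C; inhibition of toxicity seen as signal increase.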
GLP1R cytotox = qHTS of GLP-1 Receptor Inverse Agonists: Cytotox Screen | HEK293 cAMP-luciferase reporter cells, luminescence, 24 h | Potency, µM (doses to about 38.3 µM), without a hit: at the top dose activity change, negative = inhibition, usual class: inhibitors | 0.13% of 410,000 active;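 also: loss of luciferase light is scored as toxicity; % is scaled to controls: 0 for no effect and ±100 for the full control effect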
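Compound-treated cells are incubated 24 hr at 37 deg C under 5% CO2 after a 12 hour attachment period, then luciferase detection reagent is added and luminescence is measured following 12 min at room temperature; lowered signal indicates toxicity.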
HT1080-NT tox = qHTS for induction of synthetic lethality in tumor cells producing 2HG: qHTS for the HT-1080-NT fibrosarcoma cell line; 1.6% of 360,000 active; Potency, µM (series often up to 46.1 µM), for inactives: at the top dose activity, negative = less viability, hits mostly cytotoxic; HT-1080-NT fibrosarcoma viability, CellTiter-Glo ATP luminescence, 48 h;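 also: NT is the 2HG producing partner of a matched IDH1 knockdown line; 0% = DMSO-treated cells and -100% = media-only wells without cells; nearly all actives have a fitted effect of over 55% in size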
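Toxicity toward the 2HG-producing NT line was scored as %Activity, normalised to DMSO and no-cell wells, from CellTiter-Glo luminescence after 48 hours' treatment.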
* = called active by the depositor; ? = inconclusive; / = no result given; & = joins results of further samples; [ ] = dose if it differs, or a comment. Calls follow the shape of the dose curve; as a rule, active = well fitted curve in the direction sought with a large enough effect; inconclusive = small, poorly fitted or top-dose-only effect, or another doubt; inactive = no such curve, though single readings can be large; an effect the other way counts as inactive or inconclusive. Potency is read from the fitted curve at half-maximal effect.

SMILES | HT1080 IDH1KD tx | KB-V1 cytotox | KB-3-1 cytotox | GLP1R ag | SW480 rereplic | GLP1R inv ag | TDP-43 yeast inh | GLP1R cytotox | HT1080-NT tox
COc1cc(OC)c(/C=N/NC(=O)c2ccc([N+](=O)[O-])cc2)cc1Br | ? | 8% | -30% | -10% | -9% | 9% | -12% | 0% | 6%
COc1ccc(CN2CCNC(=O)C2CC(=O)N(C)CC2CCOCC2)cc1C (stereo not drawn) | 3% | / | / | 3% | 0% | 11% | -19% | 11% | 7%
Cc1cc(S(=O)(=O)NCc2ccc3c(c2)OCO3)ccc1F | 2% | 12% | -3% | -5% | -5% | -24% | ? | -6% | -12%
Cc1cc(NC(=O)CCN2C(=O)c3ccccc3C2=O)no1 | 1% | 4% | 9% | 5% | 5% | 0% | 0% | 1% | 6%
COc1cccc(C(CC(=O)NCC2CCCO2)NS(=O)(=O)c2ccc(C)cc2)c1OC (stereo not drawn) | 15% | 0% | 3% | -3% | -9% | -2% | -2% | 0% | 14%
Fc1ccccc1CNC(=S)Nc1ccc(Cl)cc1 | -17% | -9% | 0% | -4% | 0% | ? | -18% | ? | -28%
CCCC1(c2ccccc2)NC(=O)N(CC(=O)c2[nH]c(C)c(C(=O)OCC)c2C)C1=O (stereo not drawn) | 1%[9.24 µM] | 23µM* | ? | -9% | 11% | ? | 12% | -34% | ?
O=C(NCCCn1ccnc1)C1CC(c2cccc(Br)c2)=NO1 (stereo not drawn) | 7%[9.24 µM] | 3% | 5% | 0% | -7% | 0% | -10% | -14% | 2%
CCn1c(SCC(=O)c2ccc(O)c(O)c2)nnc1-c1ccccc1OC | -10% | -7% | -3% | -1% | 0% | -3% | 20% | -16% | -10%
Cc1nc(Nc2ccc(Cl)c(Cl)c2)sc1C(/C=C/c1ccc2c(c1)OCO2)=NNc1ccc([N+](=O)[O-])cc1[N+](=O)[O-] | 5% | 14% | -11% | 0% | -7% | 18% | -25% | -15% | 8%
Cn1c(NCCO)nc2c1c(=O)n(Cc1cccc(F)c1)c(=O)n2C | / | 0% | 8% | 3% | / | 2% | 1% | 4% | /
CCOC(=O)CC1COCCN1C(=O)c1ccc2oc(Cc3ccccc3)nc2c1 (stereo not drawn) | 23% | ? | 0% | 1% | 0% | -4% | 12% | 6% | 23%
COc1ccc(N2CCN(C(=O)C3=NNC(=O)CC3)CC2)cc1 | -7% | -7% | 1% | 2% | 0% | 20% | 14% | 7% | 13%
CCOc1ccc2ccccc2c1C(=O)N1CCN(c2ccccc2)CC1 | 7.9µM* | 4.1µM* | 23µM* | 7% | ? | 7.9µM* | -9% | ? | ?
O=C(O)C1CCC(CNCc2ccncc2)CC1 (stereo not drawn) | 0% | 6% | 8% | 10% | 1% | 23% | -3% | -10% | 3%
N#CCCN(C(=O)Nc1ccc(Cl)c(Cl)c1)C1CCCCC1 | -16% | ? | ? | -9% | / | ? | ? | 12% | -9%
Cc1ccc2c(c1)c1c(n2CC(O)CN2CCC(C)CC2)CCCC1 (stereo not drawn) | -3% | 0% | -12% | -3% | 116% | 5.6µM* | -11% | ? | -12%
CCOC(=O)C1=C(C)N(C)C(=S)NC1c1ccc(Cl)cc1Cl (stereo not drawn) | -19% | ? | -90% | 1% | 7% | ? | 4% | ? | -27%
CCNc1nc(NC(C)CC)nc(ON=C(C)C)n1 (stereo not drawn) | 8% | -8% | -13% | 3% | 3% | 47%[activator] | 22% | ? | 16%
COc1ccc(-c2oc3c(c2C(=O)OCCCO)C(OCCO)CCC3)cc1 (stereo not drawn) | 13% | ? | ? | -3% | / | 17% | -4% | 20% | 0%
COc1ccc(NC(=O)CSc2nc(O)c(C/C=C/c3ccccc3)c(=O)[nH]2)cc1 | / | 22% | 8% | / | / | 10% | 2% | 2% | /
CC(=O)c1cccc(N2Cc3ccccc3C2=NC(=O)CCl)c1 | -36% | ? | 0% | 15% | ? | 3% | 20% | 2% | -16%
CN(C(=O)COC(=O)c1ccc[nH]c1=O)C1CCCCC1 | 15% | -2% | 3% | -8% | -2% | 2% | 16% | -6% | 15%
COc1ccc(CCNC(=O)C2CC(c3c(Cl)cccc3Cl)=NO2)cc1 (stereo not drawn) | 7% | -21% | 5% | 1% | -3%[9.22 µM] | ? | 23% | 0% | 2%
COc1ccc2c(c1)O[C@H](c1ccc3c(c1)OCO3)[C@@H](OC(=O)N[C@H]1CCCc3ccccc31)C2=O | 17% | 0% | 2% | -1% | 5% | -21% | 6% | -4% | ?

An excerpt from above in order of molecular weight, lowest first:
SMILES | HT1080 IDH1KD tx | KB-V1 cytotox | KB-3-1 cytotox | GLP1R ag | SW480 rereplic | GLP1R inv ag | TDP-43 yeast inh | GLP1R cytotox | HT1080-NT tox
Cc1cc(NC(=O)CCN2C(=O)c3ccccc3C2=O)no1 | 1% | 4% | 9% | 5% | 5% | 0% | 0% | 1% | 6%
CCn1c(SCC(=O)c2ccc(O)c(O)c2)nnc1-c1ccccc1OC | -10% | -7% | -3% | -1% | 0% | -3% | 20% | -16% | -10%
COc1ccc(CCNC(=O)C2CC(c3c(Cl)cccc3Cl)=NO2)cc1 (stereo not drawn) | 7% | -21% | 5% | 1% | -3%[9.22 µM] | ? | 23% | 0% | 2%
Cc1nc(Nc2ccc(Cl)c(Cl)c2)sc1C(/C=C/c1ccc2c(c1)OCO2)=NNc1ccc([N+](=O)[O-])cc1[N+](=O)[O-] | 5% | 14% | -11% | 0% | -7% | 18% | -25% | -15% | 8%

Additional compounds.
SMILES | HT1080 IDH1KD tx | KB-V1 cytotox | KB-3-1 cytotox | GLP1R ag | SW480 rereplic | GLP1R inv ag | TDP-43 yeast inh | GLP1R cytotox | HT1080-NT tox
CCN(Cc1ccccc1)C(=O)CCS(=O)(=O)c1cc2c(cc1Cl)NC(=O)CO2 | 0% | 8%&-9% | 0%&10% | -5%&-5% | -9% | 10%&1% | -9%&-3% | 2%&-7% | 7%
CC(C)NC(=O)CN(Cc1ccc2c(c1)OCO2)C(=O)CCC(=O)Nc1ccccn1 | -3% | -15% | -7% | 5% | -19% | 8% | -15% | -1% | 4%
N#CC(c1ccccc1)N(CCCCl)C(=O)c1ccccc1 (stereo not drawn) | 3% | -11% | -1% | -5% | 15µM* | -25% | -2% | 0% | -4%
Cc1noc(C)c1CSCC(=O)Nc1cc(S(=O)(=O)N2CCCCC2)ccc1OC(C)C | -6% | -2% | -8% | 16% | -11% | ? | -3% | 1% | -3%
COCCNC(=S)N1CCN(Cc2ccc3c(c2)OCO3)CC1 | 9% | -16% | 10% | -1% | 1% | 10% | -2% | 12% | 10%
COC(=O)C(CC(=O)c1ccc(Br)cc1)n1cccn1 (stereo not drawn) | 4% | 6% | 25% | -5% | -29% | -6% | 3% | -4% | 6%
Cc1ccc(NC(=O)CSc2nc3[nH]ncc3c(=O)[nH]2)c(C)c1 | -11% | -1% | -10% | 2% | -1% | 9% | -3% | -1% | -6%
COCCN1Cc2cccc(C(=O)Nc3ccc(S(=O)(=O)N4CCCCCC4)cc3)c2C1=O | 20% | 0% | -2% | 22% | 1% | 26% | -2% | -1% | 1%
O=C(O)CN1C(=O)N/C(=C\c2cccn2-c2ccc(P(=O)(O)O)cc2)C1=O | / | -8% | -3% | -3% | -4% | / | / | / | /
COc1ccc(CN2C(=O)C(Cc3ccccc3)Nc3ncnc(N4CCN(c5ccccc5)CC4)c32)cc1 (stereo not drawn) | -7% | 16% | 0% | -1% | 9% | ? | -1% | 5% | ?
COc1ccc2nc(NC(=O)C3CCCN(S(=O)(=O)c4cccs4)C3)sc2c1 (stereo not drawn) | -18% | -13% | -7% | -13% | 9% | ? | 14% | -20% | -13%
CCOC(=O)C1CCCN(S(=O)(=O)c2ccc(Cl)nc2)C1 (stereo not drawn) | 3% | -6% | 3% | -6% | -5% | 6% | 20% | 14% | 12%
O=C(c1ccc2c(c1)N(Cc1ccc(Cl)cc1)C(=O)c1ccccc1S2=O)N1CCCCC1 (stereo not drawn) | / | 3% | -3% | 0% | / | 20% | 6% | 2% | /
COC(=O)c1ccccc1NC(=O)c1cc[n+](C)cc1 | 2% | 9% | ? | -4% | ? | 0% | -27% | 0% | -2%
COc1ccccc1-c1cncc(NC(C)=O)n1 | 4% | -8% | ? | 7% | / | 17% | 0% | -1% | 26%
Cc1cccc(C(=O)Nc2nnc(COc3ccccc3)s2)c1 | -5% | -24% | 1% | 14% | -14% | -17% | 13% | -1% | -11%
CSc1n[nH]c2nc3c(c(=O)n12)C1(CCCCC1)Cc1ccccc1-3 | 17% | ? | ? | 9% | ? | -11% | -4% | 78%[activator] | 14%
O=C(O)C1CCN(C(=O)CCc2ccccc2)CC1 | 15% | ? | -6% | -2% | -11% | 18% | -28% | 2% | 4%
CCCCN(C(=O)CN1C(=O)C2CC=CCC2C1=O)c1c(N)n(CCC)c(=O)[nH]c1=O (stereo not drawn) | 2% | 13% | 4% | 5% | -14% | 1% | 1% | -8% | 4%
Cc1ccc(CN2CCN(CCCc3ccccc3)CC2CCO)cc1 (stereo not drawn) | 2% | ? | -1% | 15% | -6% | ? | 15% | 5% | -1%
CCOc1ccccc1Nc1nnc(SCc2ccc(C(=O)OC)o2)s1 | -24% | -23% | -15% | 10% | ? | 0% | ? | -14% | -22%
CN1C(=S)SC2CS(=O)(=O)CC21 (stereo not drawn) | 18% | -9% | 11% | 2% | 0% | 0% | 0% | ? | 15%
COc1cc(C)c2c(c1C=O)Oc1c(c(C)c(O)c3c1C(O)OC3=O)OC2=O (stereo not drawn) | -8% | 7% | 0% | -4% | 5% | -7% | 22% | -15% | -3%
